USP2a inh = blocks human ubiquitin-specific protease USP2a; hit rate 0.1% among 60,000; Potency, µM (titrated, usually from 38.3 µM), inactives show at the top dose activity change, negative = inhibition, most hits filed as inhibitors; USP2a enzymatic assay, qHTS inhibition; AID 927;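 also: potency is read from the fitted curve at half-maximal effect; nearly all actives have a fitted effect of over 60% in size; plate controls were DMSO for no effect and NEM full inhibition control for full effect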
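Coupled readout: USP2-cleaved Ub-PLA2 (20nM final) turns over NBD C6-HPC (20uM final), Ex 460nm/Em 535nm after 2.5 h, time-zero read flagging artifacts. Enzyme (20nM final, pH 8.0 Tris) given 30 min RT with compound first; NEM defines full inhibition.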
Tau filament bind = binders of human tau filaments. hit rate 2% among 71,000. Potency, µM (titrated, usually from 57.1 µM), inactives show at the top dose activity change, negative = inhibition. P10636. recombinant tau filaments, thioflavin S fluorescence, 15 h; filaments grown with octadecylsulfate alongside compound;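 also: potency is read from the fitted curve at half-maximal effect; % is scaled to controls: 0 for no effect and ±100 for the full control effect; actives lower thioflavin S fluorescence by blocking filaments or displacing dye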
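Quantitative HTS: thioflavine S signal from ODS-induced tau filaments, excited at 450 nm, emission 510 nm. Conditions: 1 uM tau, 30 uM ODS, 15 h at 37 C, pH 7.4.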
HEK293 cAMP ctrl = raises cAMP in parental HEK293 cells, TSHR agonist counter-screen. parental HEK293 CNG cAMP sensor, membrane potential fluorescence. Potency, µM (highest dose often 57.1 µM), without a hit: at the highest dose activation, most hits filed as activators. hit rate 2.5% among 73,000. AID 938; also: potency is read from the fitted curve at half-maximal effect; % of control where 0% means no effect; nearly all actives have a fitted effect of over 55% in size
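Counterscreen for endogenous-receptor signalling: CNG-channel HEK 293 cells report cAMP rise by membrane depolarization. After 60 min dye equilibration with 100 uM RO 20-1724, compounds incubated 30 min before bottom-read fluorescence at 590 nm.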
BRCT PPI green = BRCA1 BRCT-phosphoprotein interaction inhibition. Potency, µM (top dose mostly 76.9 µM), for inactives: top-dose activity change, negative = inhibition, actives largely listed as inhibitors. BRCA1 BRCT-phosphopeptide binding, green fluorescence polarization. hit rate 0.05% among 75,000;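 also: potency is read from the fitted curve at half-maximal effect; plate controls were peptide without protein for full effect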
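Compounds were incubated for 12 min at room temperature with a complex of 100 nM fluorescein-tagged pBACH1 decapeptide and 250 nM His-tagged BRCT protein. Buffer was phosphate pH 7.3 with EDTA, DTT and Tween 20. Disruption of binding lowers the polarization signal.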
A350 fluor = A350 region autofluorescence | Compound autofluorescence, 340/450 nm, Alexa 350 dye-equivalents; active compounds read high | max dye-equivalent concentration, M | hit rate 11% among 59,000 | AID 590; in the data active = max dye-equivalent concentration above about 10 nM; inconclusive = mostly about 1.1 nM to 9.6 nM
CRE Fsk mod = alters forskolin-stimulated CRE reporter signaling in CHO cells. hit rate 2.5% among 71,000. CHO CRE-bla reporter (cAMP response element driving beta-lactamase), forskolin EC10, beta-lactamase ratio. Potency, µM (series often up to 38.2 µM), inactives show at the highest dose activity change, negative = inhibition, most hits filed as activators; active = well fitted activation curve with a large enough effect in the signal ratio, with a control signal flat, not every such curve was filed as active; inconclusive = small, poorly fitted or top-dose-only effect, or effect the other way, or a change in a side signal; the % refers to the signal ratio; also: potency is read from the fitted curve at half-maximal effect; % of control where 0% means no effect
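CHO CRE-bla cells, overnight plating in Opti-MEM with 0.5% dialyzed FBS; cpd titration + EC10 NKH 477, 3 h 37 °C; CCF4 2 h RT; ex 405/em 460 vs 530 ratio → %Activity, AC50.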
Caspase-1 inhib = caspase-1 (human) inhibition, allosteric or competitive. hit rate 0.03% among 75,000. Potency, µM (titrated, usually from 57.5 µM), for inactives: at the top dose activity change, negative = inhibition, usual class: inhibitors. Caspase-1 enzyme, Ac-WEHD-AFC fluorogenic rate;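 also: potency is read from the fitted curve at half-maximal effect; plate controls were vehicle for no effect and no substrate for full effect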
FLuc inh = firefly luciferase inhibition. P08659. purified firefly luciferase, luminescence, 8 min. Potency, µM (series often up to 57.1 µM), for inactives: top-dose activity change, negative = inhibition, hits mostly inhibitors. hit rate 2.2% among 72,000. AID 411; also: potency is read from the fitted curve at half-maximal effect; % is scaled to controls: 0 for no effect and ±100 for the full control effect; nearly all actives have a fitted effect of over 40% in size
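Inhibition of light generation by firefly luciferase from ATP and luciferin was profiled with concentration-response curves per sample, ATP held at 10 uM within the enzyme's linear range. Plates were read by luminescence after an 8-minute ambient incubation.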
BRCT inh red = BRCT-phosphoprotein interaction inhibition (red fluorophore); hit rate 0.03% among 75,000; AID 892; P38398; Potency, µM (doses to about 76.9 µM), inactives show top-dose activity change, negative = inhibition, usual class: inhibitors; BRCT-phosphopeptide binding, red fluorescence polarization; also: % is scaled to controls: 0 for no effect and ±100 for the full control effect
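Fluorescence polarization: 100 nM His-tagged BRCA1 BRCT with 100 nM TAMRA-labelled phospho-BACH1 decapeptide, phosphate buffer pH 7.3 with 150 mM NaCl, DTT, 0.01% Tween 20; 12 min RT. Binding inhibition seen as FP decrease.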
Caspase-7 inhib = caspase-7 (human) inhibition, allosteric or competitive | P55210 | AID 889 | hit rate 0.02% among 75,000 | recombinant caspase-7, Ac-DEVD-AFC fluorescence rate | Potency, µM (highest dose often 57.5 µM), inactives show top-dose activity change, negative = inhibition, actives largely listed as inhibitors; active = well fitted inhibition curve with a large enough effect in the main read-out, with a control signal flat, not every such curve was filed as active; inconclusive = small, poorly fitted or top-dose-only effect, or a change in a side signal; also: potency is read from the fitted curve at half-maximal effect; % of control where 0% means no effect
ERK AVP inh = vasopressin-driven ERK pathway inhibition; Potency, µM (series often up to 57.5 µM), without a hit: top-dose activity, negative = inhibition, usual class: inhibitors; AID 995; HEK293-V1b, vasopressin-stimulated pERK AlphaScreen; hit rate 0.99% among 72,000; also: potency is read from the fitted curve at half-maximal effect; % is scaled to controls: 0 for no effect and ±100 for the full control effect; nearly all actives have a fitted effect of over 55% in size
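Phosphorylated ERK1/2 detected via AlphaScreen bead proximity in lysates of V1b-expressing HEK293 cells given 25 nM vasopressin for 5 min after 30 min compound exposure (37 °C). AC50 from Hill equation; basal DMSO 0%, vasopressin 100%.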
Starred values were filed as active, the others as inactive; i = inactive; ? = inconclusive; nt = not tested or not shown; & = joins results of further samples; [ ] = remark or other dose. Unless noted, calls follow the shape of the dose curve; as a rule, active = well fitted curve in the direction sought with a large enough effect; inconclusive = small, poorly fitted or top-dose-only effect, or another doubt; inactive = no such curve, though single readings can be large; an effect the other way counts as inactive or inconclusive.

Screens in order: USP2a inh, Tau filament bind, HEK293 cAMP ctrl, BRCT PPI green, A350 fluor, CRE Fsk mod, Caspase-1 inhib, FLuc inh, BRCT inh red, Caspase-7 inhib, ERK AVP inh
> O=S(=O)(NCCOCC(F)(F)C(F)F)c1ccc2oc3ccccc3c2c1
→ 13%, -23%, 13%, 3.7%, i, ?, -2%, 4%, -4.1%, -1%, 3%
> COc1ccc(-c2nnc3sc(-c4ccc(Br)o4)nn23)cc1OC
→ 3%, -8%, 0%, 2.0%, 1.8e-08M*, ?, -3%, -1%, 0.4%, -1%, 1%
> O=C(c1cccc(F)c1)N1CCC2(CCCN(C(c3ccccc3)c3ccccc3)C2)CC1
→ 119%[activator], 13%, 19%, -2.4%, i, ?, 1%, -2%[11.4 µM], -0.2%, 0%, -10%
> Clc1ccccc1OCCn1ccnc1
→ 21%, -24%, 9%, -3.7%, 2.3e-08M*, -1%, -3%, -7%, 1.3%, -2%, ?
> COCCCN1C(=O)C(=O)/C(=C(/O)c2ccc(OC)cc2)C1c1cccc(OC)c1 (stereo unspecified)
→ 14%, 5%, -6%, -3.1%, i, -7%, 2%, 1%, -1.1%, 0%, -1%
> O=C(c1cccc(F)c1)N1CCC2(CCCN(c3ncccn3)C2)CC1
→ 40%[activator], 13%, 28%, 1.2%, i, 8%, -2%, 1%[11.4 µM], -1.2%, -1%, -17%
> COc1ccc(CNc2ncncc2-c2ccccc2CN(C)C)c(OC)c1
→ 5%, 6%, 13%, -1.7%, ?, 5%, -4%, -1%[2.29 µM], 1.2%, -1%, -12%
> Cc1cc(C)c(C#N)c(SCC(=O)N2CCCCC2)n1
→ 1%, 6%, 12%, -0.7%, i, 10%, -3%, -1%, -0.5%, 0%, -7%
> Nc1c(C(=O)c2ccc(Br)s2)oc2ccccc12
→ -4%, 13µM*, ?, -0.7%, nt, ?, ?, 2%, -1.0%, -28%, -1%
> Cc1nc2scc(-c3ccco3)c2c(=O)n1/N=C/N(C)C
→ -4%, 0%, 1%, -3.0%, i, 14%, -4%, 2%, -0.5%, -3%, ?
> Cn1c(SCC(=O)Nc2ccccc2)nc(O)cc1=O
→ 22%[7.66 µM], 7%[11.4 µM], -5%[11.4 µM], -1.0%, nt, ?, -2%, -2%, -1.7%, -3%, -11%
> Cc1cccn2c(=O)c3cc(C(=O)N4c5ccccc5CC4C)n(C)c3nc12 (stereo unspecified)
→ 5%, 6%, 4%, -2.5%, ?, ?, -3%, -2%, -3.1%, -3%, 10%
> COc1cccc(C(C(=O)NC(C)(C)C)N(C(=O)CCC(=O)Nc2cc(C)on2)C2CC2)c1OC (stereo unspecified)
→ 51%[activator], -2%, 1%, -0.3%, i, 0%, 1%, -2%, -3.0%, 0%, 9%
> NC(N)=NC(N)=NCCc1ccccc1
→ 6%[17.1 µM], 0%, 13%, -1.3%, i, -4%, 1%, -1%&2%[25.5 µM], 0.7%, 2%, 9%
> CCn1c(COc2cccc(C)c2)nnc1SCC(=O)CC(=O)Nc1ccccc1OC
→ 33%[activator], 3%, ?, 9.1%, i, 4%, -6%, -1%, -0.8%, -6%, -12%
> CCN1CCN(C(=O)c2sc3nc(C)nc(N4CCC(C)CC4)c3c2C)CC1
→ 13%, 1%, ?, 1.2%, i, 12%, 3%, 2%, 0.6%, 0%, -2%
> O=S1(=O)N=C(Nc2ccc(S(=O)(=O)N3CCCCC3)cc2)c2ccccc21
→ -19%, 24%, -14%, -0.9%, 1.3e-08M*, -2%, -1%, 4%, 1.7%, -1%, -5%
> N#Cc1c(-c2ccco2)nc(NCC2CCCO2)[nH]c1=O (stereo unspecified)
→ -6%, 4%, 7%, -0.7%, i, 2%, -3%, 2%, -3.6%, 0%, -6%
> CCc1ccc2oc(-c3cc(N=Cc4cccc(OC)c4O)ccc3O)nc2c1
→ 231%[activator], 13µM*, 3%, -2.2%, i, -9%, -5%, 1.3µM*, -1.0%, -6%, -9%
> Cc1noc(/C=C/c2ccco2)c1S(=O)(=O)N1CCC(C(=O)N2c3ccccc3CC2C)CC1 (stereo unspecified)
→ 42%[activator], 11%, ?, 6.9%, 1.4e-08M*, ?, -8%, 0%, -0.3%, -5%, 11%
> COc1ccc(C)cc1S(=O)(=O)Nc1cccnc1
→ -3%, -4%, 1%, -1.4%, i, 2%, 3%, 2%, -0.5%, -3%, 4%
> Cc1ccccc1NS(=O)(=O)c1ccc(C2CNC(=O)C2)cc1 (stereo unspecified)
→ -6%, 8%, 3%, 1.1%, i, ?, -1%, 2%, -0.1%, -1%, 4%
> O=c1cc(N2CCN(c3ccccc3)CC2)[nH]c(=O)n1C1CCCCC1
→ -6%, 4%, 0%, 0.5%, i, ?, 0%, -1%, 0.2%, -1%, 33%[activator]
> COC(=O)c1ccc(C(=O)OC)c(NS(C)(=O)=O)c1
→ -1%, 0%, 3%, -3.2%, 3.2e-08M*, 7%, -3%, -1%, -0.6%, -2%, -20%
> COc1ccc(N(CC(=O)NCc2ccco2)S(=O)(=O)c2ccc(OC)c(OC)c2)cc1
→ 8%, -5%, -12%, 1.3%, nt, 3%, 0%, 0%, -0.1%, 1%, 1%
> Cc1cccc(NC(=O)CN2C(=O)COc3ccc(Cl)cc32)c1C
→ nt, 61%, ?, -1.8%, nt, 8%, -3%, -1%, -0.3%, 2%, nt
> COCCCNC(CC(=O)Nc1ccc(OC)cc1OC)C(=O)O (stereo unspecified)
→ -7%, 1%, -2%, 2.3%, 2.9e-08M*, ?, -5%, 2%, 0.8%, -3%, ?
> COc1ccc2nc(NC(=O)C3CCCN(S(=O)(=O)c4cccc5nonc45)C3)sc2c1 (stereo unspecified)
→ 28%, 10µM*, -21%, 19%, i, ?, -3%, -5%, 1.8%, -6%, ?
> O=C(c1ccc2c(c1)OCCO2)C1CCN(S(=O)(=O)c2ccc(F)cc2)CC1
→ 17%, 82%, 17%, 0.7%, i, 0%, -3%, 0%, 1.3%, -1%, -8%
> O=C(NCCN1CCCC1)c1ccc2c(c1)N(Cc1ccc(F)cc1)C(=O)c1ccccc1S2=O (stereo unspecified)
→ nt, 27%, 2%, 4.9%, nt, -17%, -4%, 3%, -0.8%, 0%, -4%

5 compounds already listed, sorted by molecular weight, lowest first:
Screens in order: USP2a inh, Tau filament bind, HEK293 cAMP ctrl, BRCT PPI green, A350 fluor, CRE Fsk mod, Caspase-1 inhib, FLuc inh, BRCT inh red, Caspase-7 inhib, ERK AVP inh
> COc1ccc(C)cc1S(=O)(=O)Nc1cccnc1
→ -3%, -4%, 1%, -1.4%, i, 2%, 3%, 2%, -0.5%, -3%, 4%
> COCCCNC(CC(=O)Nc1ccc(OC)cc1OC)C(=O)O (stereo unspecified)
→ -7%, 1%, -2%, 2.3%, 2.9e-08M*, ?, -5%, 2%, 0.8%, -3%, ?
> O=c1cc(N2CCN(c3ccccc3)CC2)[nH]c(=O)n1C1CCCCC1
→ -6%, 4%, 0%, 0.5%, i, ?, 0%, -1%, 0.2%, -1%, 33%[activator]
> O=C(c1ccc2c(c1)OCCO2)C1CCN(S(=O)(=O)c2ccc(F)cc2)CC1
→ 17%, 82%, 17%, 0.7%, i, 0%, -3%, 0%, 1.3%, -1%, -8%
> O=C(NCCN1CCCC1)c1ccc2c(c1)N(Cc1ccc(F)cc1)C(=O)c1ccccc1S2=O (stereo unspecified)
→ nt, 27%, 2%, 4.9%, nt, -17%, -4%, 3%, -0.8%, 0%, -4%

Carrying on.
Screens in order: USP2a inh, Tau filament bind, HEK293 cAMP ctrl, BRCT PPI green, A350 fluor, CRE Fsk mod, Caspase-1 inhib, FLuc inh, BRCT inh red, Caspase-7 inhib, ERK AVP inh
> C=C(C)c1cccc(C(C)(C)NC(=O)N2CCOCC2)c1
→ 3%, -6%, 26%, -5.7%, i, 3%, -1%, 7%, 0.2%, 0%, 3%
> O=C(c1ccc(CS(=O)(=O)c2ccc(Br)cc2)o1)N1CCN(C2CCCCC2)CC1
→ nt, 5%, ?, -1.6%, nt, -2%, -5%, 3%, -0.5%, -1%, -2%
> Cc1ccc(CNC(=O)C2CCCCC2C(=O)O)cc1 (stereo unspecified)
→ 15%, 4%, 5%, -1.4%, i, -4%, 3%, 1%, -0.4%, 0%, -2%
> Cc1ccc(S(=O)(=O)N2CCN(C(=O)CN3CCCC3)C2)cc1
→ nt, nt, -1%, -0.7%, nt, nt, -5%, nt, -2.2%, 0%, nt
> O=C(COC(=O)c1cccs1)c1ccccc1
→ -3%, 6%, 1%, 0.1%, i, ?, 1%, 5µM*, 0.9%, -1%, 19%

Compound activity from PubChem BioAssay.
